LYP inhibition – inhibitors of LYP phosphatase, biochemical, fluorescence intensity, uHTS (AID 1779) | Tyrosine-protein phosphatase non-receptor type 22 (Homo sapiens) | recombinant LYP phosphatase, fluorescence intensity; higher % means a stronger effect | one-dose inhibition, % at 11.5 µM; IC50 in µM for titrated hits | 0.054% of 290,000 active; in the data active = inhibition above about 50%;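 note: plate controls were vehicle with enzyme for no effect and no enzyme for full effect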
NTR1 ag – agonists of NTR1, primary screen, imaging, U2OS cells, beta-arrestin-GFP, high content (AID 493036); Neurotensin receptor type 1 (Homo sapiens), P30989; NTR1-U2OS beta-arrestin-GFP spot imaging, agonist mode; activation, % at 20 µM; 0.17% of 330,000 active;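 active = activation at or above 40% of the spot to cytoplasm intensity ratio, with at least 20 cells analyzed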;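 note: 0% = DMSO without peptide and 100% = 100 nM NTR1 peptide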
Target sequence (P30989 whole entry, looked up): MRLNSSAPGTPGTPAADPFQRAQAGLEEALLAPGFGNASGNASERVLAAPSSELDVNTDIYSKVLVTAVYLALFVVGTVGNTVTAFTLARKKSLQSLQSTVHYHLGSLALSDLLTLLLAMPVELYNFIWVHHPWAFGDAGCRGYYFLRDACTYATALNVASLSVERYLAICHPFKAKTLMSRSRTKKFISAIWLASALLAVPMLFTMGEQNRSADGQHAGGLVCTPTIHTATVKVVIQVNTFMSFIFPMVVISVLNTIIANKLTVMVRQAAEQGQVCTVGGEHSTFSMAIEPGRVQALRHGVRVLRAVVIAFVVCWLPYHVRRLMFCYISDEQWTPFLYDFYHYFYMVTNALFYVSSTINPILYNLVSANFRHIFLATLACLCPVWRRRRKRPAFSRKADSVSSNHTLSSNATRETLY
T cell modulator – modulators of CD8 T cell-vesicle binding, primary screen, mouse 2C CD8+ T cells, flow cytometry | AID 2052, 2009 | 2C CD8+ T cell-vesicle binding; stronger effect = lower value | 0.068% of 330,000 active | calls only at 7 µM;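 active = response, share of CD8 T cells binding vesicles, and their 90th percentile fluorescence all below set limits, cut at about 80% in these data, passing the limit was not always enough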
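material = purified 2C TCR transgenic mouse naive CD8+ T cells | controls = Unloaded micro-vesicles (low), QL9 vesicles with 0.7% DMSO (high) | detection = cytometric PE anti-B7-1 and Alexa647 anti-CD8 signals after 1% paraformaldehyde fixation | incubation = binding step 1.5 h, 37 °C, antibody labelling 20 min, ice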
Lipid droplet – inhibitors of hepatocyte lipid droplet formation, primary screen, imaging, high-throughput imaging, BODIPY stain. AML12 mouse hepatocytes, oleate lipid droplets. 0.4% of 240,000 active. inhibition, % at 6.5 µM. AID 1656, 2009;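 active = lipid droplet intensity inhibited by at least 50%, with more than 500 cells counted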
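System: AML12 hepatocytes (mouse). Probe or stimulus: oleic acid at 100 µM to induce lipid droplet formation. Times: overnight treatment with compound plus oleate. Detection: Image-based BODIPY and DAPI two-channel analysis. Evaluation: percent inhibition of filter-corrected integrated lipid droplet intensity per well.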
GPR55 antagonists – GPR55 antagonists blocking LPI-driven arrestin recruitment, primary screen, imaging, U2OS, beta-arrestin-GFP, LPI agonist (AID 2013); G-protein coupled receptor 55 (Homo sapiens); U2OS GPR55 beta-arrestin-GFP translocation imaging, LPI antagonism; higher % means a stronger effect; inhibition, % at 10 µM; hits with a dose series show IC50 in µM; 0.13% of 290,000 active;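 active = spots per cell inhibited over 60%, with over 100 cells counted and total cytoplasm intensity under 500,000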;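 note: U2OS cells stably carrying GPR55 and arrestin-GFP stimulated by 5 µM LPI near EC80; imaged beta-arrestin-GFP aggregate spots per cell after agonist stimulation; plate controls were LPI-stimulated DMSO wells for no effect and DMSO wells without LPI for full effect; some results filed as inactive read as strong as hits; confirmed hits need IC50 under 10 µM and bright autofluorescent wells are also inconclusive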
GPR35 arrestin U2OS – GPR35 antagonists blocking zaprinast-driven arrestin recruitment, primary screen, imaging, U2OS, beta-arrestin-GFP, zaprinast agonist (AID 2058). G-protein coupled receptor 35 (Homo sapiens). U2OS GPR35 beta-arrestin-GFP translocation imaging, zaprinast antagonism; higher % means a stronger effect. inhibition, % at 10 µM, or IC50 in µM where a hit was titrated. 0.052% of 290,000 active;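 active = inhibition of at least 50% with at least 30 cells and total cytoplasm GFP at most 10,000,000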
GPR55 activation – GPR55 agonists via beta-arrestin recruitment, primary screen, imaging, U2OS cells, beta-arrestin-GFP redistribution (AID 1961) | G-protein coupled receptor 55 (Homo sapiens) | U2OS GPR55 beta-arrestin-GFP redistribution imaging; higher % means a stronger effect | activation, % at 10 µM; hits with a dose series show EC50 in µM | 0.048% of 290,000 active;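 active = activation above 40% with more than 50 cells counted in the well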;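 note: U2OS osteosarcoma cells stably expressing GPR55 and beta-arrestin-GFP; plate controls were DMSO negative control for no effect and LPI positive control for full effect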
SV40 large T antigen – SV40 large T antigen inhibitors, biochemical (AID 1903); 0.39% of 310,000 active; one-dose inhibition, % at 20 µM; IC50 in µM for titrated hits; SV40 large T antigen ATPase/helicase inhibition assay; higher % means a stronger effect; in the data active = a potency from the dose series; note: strong numbers were not always called active
MgcRacGAP inhibition – MgcRacGAP GTPase-activating activity inhibitors, confirmation, biochemical, ADP Hunter fluorescence; Rac GTPase-activating protein 1 (Homo sapiens); MgcRacGAP-stimulated Rac1 GTP hydrolysis, ADP Hunter fluorescence; higher % means a stronger effect; GST-tagged Rac1 F28L mutant substrate; inhibition, % at 30 µM, or IC50 in µM where a hit was titrated; 0.6% of 340,000 active; AID 624330, 2012;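 active = first-screen hits whose inhibition reached a set limit at any dose in the follow-up dose series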;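 note: fluorescence reports GDP produced by GAP-driven GTP hydrolysis; strong numbers were not always called active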
Lipid droplet cells 6.5 µM – second read-out of Lipid droplet, no call of its own (marks repeat the call); cell count; measured here: cell count, cytotoxicity flag;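 cells counted across two imaged fields per well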
T cell modulator vesicle-bound % – second read-out of T cell modulator, no call of its own (marks repeat the call); double positive events, %; measured here: CD8+ vesicle-bound cell fraction;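 binding gate set so that unloaded-vesicle control wells show 10% double positive cells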
NTR1 ag cell count 20 µM – recorded beside NTR1 ag, whose call it bears; cell count; measured here: cell count, cytotoxicity flag
* marks the source's active call; other numbers are inactive results; i = inactive; · = no result given.

SMILES | LYP inhibition | NTR1 ag | NTR1 ag cell count 20 µM | T cell modulator | T cell modulator vesicle-bound % | Lipid droplet | Lipid droplet cells 6.5 µM | GPR55 antagonists | GPR35 arrestin U2OS | GPR55 activation | SV40 large T antigen | MgcRacGAP inhibition
Cc1ccc(C(C)C)c(OCC(=O)Nn2c(C)nc3ccccc3c2=O)c1 | -2% | 0.4 | 47 | i | 56 | 10 | 787 | -21% | 23% | -0.1% | 11% | 7%
CSc1nncn1/N=C/c1ccc([N+](=O)[O-])cc1 | -2% | 0.3 | 39 | i | 34 | 11 | 693 | -16% | 1% | -0.7% | 8% | 3%
S=c1[nH]c(-c2ccccc2)cn1/N=C/c1cccnc1 | -6% | 0.1 | 67 | i | 12 | -2 | 725 | -3% | -14% | -0.2% | 16% | -8%
C[N+](C)(C)C(Cc1ccccc1)C(=O)[O-] (centres undefined) | -7% | 3.4 | 83 | i | 15 | 4 | 628 | -8% | -1% | 0.0% | 12% | -4%
C=CCNC(=O)c1oc2ccc(S(=O)(=O)N(CC)CC)cc2c1C | -13% | 0.6 | 76 | i | 38 | · | · | -9% | -5% | 0.5% | 15% | 11%
COc1ccc(CN2CCN(C3CCC3)CC2CCO)c(F)c1 (centres undefined) | -8% | 0.3 | 66 | i | 55 | 1 | 816 | 4% | -3% | -0.3% | 7% | 14%
COc1ccc(S(=O)(=O)Nc2c(C(=O)O)[nH]c3ccccc23)cc1 | -6% | -0.3 | 62 | i | 2 | -16 | 705 | 4% | 5% | 0.2% | 12% | 8%
COc1ccc(CNC(=O)C2(CC3CC(c4ccccc4)=NO3)CCN(C(=O)Cc3ccc(F)cc3)CC2)cc1 (centres undefined) | · | -1.8 | 86 | i | 45 | · | · | · | · | · | 3% | 6%
CCOc1ccc(N(C)S(=O)(=O)c2ccc(-c3ccc(=O)[nH]n3)s2)cc1 | -14% | 0.9 | 49 | i | 25 | 10 | 753 | -6% | -5% | -0.4% | · | 4%
O=C(CSc1nc2ccccc2c(=O)n1-c1ccccc1Cl)Nc1cccc(S(=O)(=O)N2CCOCC2)c1 | 4% | -1.7 | 69 | i | 6 | 24 | 694 | 10% | -3% | 0.8% | 6% | -1%
CC1=C(C(=O)Nc2ccccc2)C(c2ccc(C(C)C)cc2)N2C(=O)CSC2=N1 (centres undefined) | 6% | 0.2 | 76 | i | 5 | -4 | 789 | 5% | 8% | 0.0% | 16% | 0%
N#CC1(NC(=O)CN2c3cccc4cccc(c34)S2(=O)=O)CCCCC1 | · | -0.2 | 58 | i | 19 | · | · | · | · | · | 9% | 1%
CC(C)CNC(=S)NC(=O)c1ccc(Cl)cc1 | -8% | -0.2 | 67 | i | 52 | -9 | 567 | -7% | -4% | -0.3% | 4% | 13%
Cc1nn(CC(=O)NC2C(=O)N3C(C(=O)O)=C(CSc4nnnn4C)CSC23)cc1Br (centres undefined) | -6% | -1.5 | 44 | i | 19 | 15 | 695 | 5% | 0% | 0.5% | 20% | 11%
Cc1cc(C(=O)CN2C(=O)c3cccc(N)c3C2=O)c(C)n1Cc1cccs1 | 2% | 0.1 | 35 | i | 57 | -2 | 815 | 6% | -13% | 0.1% | -2% | 8%
O=C(CCc1nc2ccccc2c(=O)[nH]1)Nc1ccc(F)cc1 | -7% | 1.1 | 66 | i | 34 | 10 | 613 | -6% | 28% | 0.2% | 7% | 2%
CC(C)Cn1c(=O)c2c(nc3n2CCCN3CCc2ccccc2)n(C)c1=O | -6% | 3.1 | 46 | i | 14 | · | · | 3% | 13% | 0.2% | 24% | -3%
Cc1ccc(-c2noc(C3CCCN(C(=O)c4cccc(F)c4)C3)n2)cc1 (centres undefined) | -3% | 0.9 | 68 | i | 39 | -15 | 836 | -1% | 12% | -0.1% | -5% | -1%
CC(C)(C)NC(=O)c1nc2nc(-c3ccccc3)cc(C(F)(F)F)n2n1 | -5% | 0.3 | 66 | i | 42 | -10 | 686 | 0% | 4% | 0.2% | 9% | 5%
CCOCc1nnc(NC(=O)COc2ccc3c(c2)OCO3)s1 | -3% | -0.8 | 52 | i | 22 | 1 | 808 | 1% | -2% | -0.1% | 10% | 6%
CC1(C)C(N(O)C(=O)Nc2ccccc2)N(c2cccc(Cl)c2)C(=O)N1O (centres undefined) | -2% | -0.7 | 67 | i | 37 | · | · | 7% | 1% | -0.2% | 9% | 8%
CC(C(=O)NCCSCc1cccc(Cl)c1)N(c1ccccc1)S(C)(=O)=O (centres undefined) | -7% | 1.8 | 68 | i | 24 | 3 | 425 | 4% | -9% | -0.1% | 20% | ·
CCN(CC)C(=O)Cc1c(O)c2ccccc2[nH]c1=O | -2% | 0.9 | 49 | i | 29 | 6 | 742 | 14% | -7% | -0.2% | 9% | 4%
CC(C)Cc1nnc(NC(=O)CCC(=O)N2CCN(c3ccccc3F)CC2)s1 | -9% | -0.1 | 63 | i | 10 | 2 | 809 | 3% | 4% | -0.1% | 4% | 10%
Cc1cc(=O)oc2c(C)c(OCC(=O)NCCc3ccc(S(N)(=O)=O)cc3)ccc12 | -8% | 0.1 | 72 | i | 27 | -4 | 786 | 4% | -7% | -0.1% | 9% | -7%
COc1cccc(C2CC(c3ccc(Br)cc3)=NN2C(=O)c2ccncc2)c1OC (centres undefined) | 2% | 5.4 | 32 | i | 45 | -90 | 788 | -13% | -20% | 1.1% | 4% | 2%
Clc1cccc(-c2ccc(/C=N/n3cnnc3)o2)c1 | -3% | 2.4 | 36 | i | 68 | -2 | 743 | -21% | -12% | 0.3% | 16% | 5%
Cc1c(C)n(CCCN(C)C)c2ncnc(NC3CCCCC3)c12 | -5% | -1.2 | 90 | i | 41 | -1 | 788 | 11% | -15% | -0.1% | 1% | 6%
COc1cc(C(=O)N[C@H](C(=O)Nc2nnc(C3CC3)s2)C(C)C)cc(OC)c1OC | -3% | -0.7 | 48 | i | 30 | 1 | 691 | 9% | 0% | -0.1% | 4% | 5%
CCC(=O)N1CC2(CC(c3cccc([N+](=O)[O-])c3)=NO2)C[C@H]1C(=O)NCC(N)=O (some centres undefined) | 0% | 6.5 | 74 | i | 26 | · | · | 3% | -7% | -0.3% | 4% | 4%
O=C(NNc1nc2ccccc2s1)C1CC1 | 3% | 1.9 | 52 | i | 5 | · | · | 13% | 25% | -0.1% | 23% | 4%
C=CCc1ccc(OCCCCOc2ccc(C(=O)O)cc2)c(OC)c1 | -2% | 1.1 | 16 | i | 54 | 12 | 697 | 8% | -2% | -0.1% | 17% | ·
Cc1nnc2sc(-c3ccc(N(C)C)cc3)nn2c1=O | -6% | 0.1 | 95 | · | · | 10 | 789 | 0% | 2% | 0.6% | · | 9%
O=c1cc(-c2ccccc2)[nH]n1-c1nc2ccccc2[nH]1 | 5% | -0.6 | 59 | i | 58 | · | · | 29% | -1% | -0.4% | 1% | 4%
C=CCOc1ccc(C=Nc2ccc(Cl)cc2)c(O)c1 | -6% | 4.3 | 62 | i | 40 | 1 | 605 | -7% | -12% | 0.0% | 9% | 5%
CCCC(=O)N(Cc1cc(=O)[nH]c2ccccc12)c1ccccc1C | -6% | -1.2 | 98 | i | 21 | -25 | 846 | 0% | 8% | -0.1% | 8% | ·
O=[N+]([O-])c1ccccc1S(=O)(=O)NCCSc1ccccc1 | -10% | 0.5 | 68 | i | 29 | -3 | 880 | -2% | 3% | -0.2% | 4% | 9%
O=C(CN1CC[C@@]2(O)CCCC[C@H]2[C@@H]1c1ccc(F)cc1)NCc1ccco1 | -8% | 0.2 | 57 | i | 26 | 14 | 661 | 5% | -18% | -0.3% | 15% | -1%
COc1cccc(NC(=O)c2ccc(S(=O)(=O)N3CCCC3)cc2)c1 | -10% | -0.5 | 33 | i | 30 | -4 | 783 | -5% | 9% | -0.1% | 7% | 4%
CCn1nc(C)c(/C=N/NC(=O)c2ccc3c(c2)c(C)c(C)n3Cc2ccccc2)c1C | 5% | 9.0 | 49 | i | 16 | -1 | 755 | 8% | 0% | 0.0% | 15% | 7%

3 compounds from above, ordered by molecular weight, high to low.
SMILES | LYP inhibition | NTR1 ag | NTR1 ag cell count 20 µM | T cell modulator | T cell modulator vesicle-bound % | Lipid droplet | Lipid droplet cells 6.5 µM | GPR55 antagonists | GPR35 arrestin U2OS | GPR55 activation | SV40 large T antigen | MgcRacGAP inhibition
C=CCc1ccc(OCCCCOc2ccc(C(=O)O)cc2)c(OC)c1 | -2% | 1.1 | 16 | i | 54 | 12 | 697 | 8% | -2% | -0.1% | 17% | ·
C=CCOc1ccc(C=Nc2ccc(Cl)cc2)c(O)c1 | -6% | 4.3 | 62 | i | 40 | 1 | 605 | -7% | -12% | 0.0% | 9% | 5%
O=C(NNc1nc2ccccc2s1)C1CC1 | 3% | 1.9 | 52 | i | 5 | · | · | 13% | 25% | -0.1% | 23% | 4%

The list continues:
SMILES | LYP inhibition | NTR1 ag | NTR1 ag cell count 20 µM | T cell modulator | T cell modulator vesicle-bound % | Lipid droplet | Lipid droplet cells 6.5 µM | GPR55 antagonists | GPR35 arrestin U2OS | GPR55 activation | SV40 large T antigen | MgcRacGAP inhibition
CC(=O)c1ccc(NC(=O)CSc2ccc3nnc(-c4ccccn4)n3n2)cc1 | -6% | 0.6 | 63 | i | 74 | -1 | 850 | 10% | -6% | -0.1% | 9% | -3%
CC(O)[C@H]1CNC(=O)C(=O)N1CCCCC1CCCCC1 (some centres undefined) | -5% | -2.9 | 94 | i | 53 | -1 | 647 | -7% | 9% | -0.1% | 9% | 7%
Oc1ccc(-c2csc(NCc3ccco3)n2)cc1 | -1% | -1.8 | 63 | i | 34 | -20 | 613 | 8% | 1% | -0.2% | -6% | 22µM*
O=C(/C=C/c1ccccc1)c1ccoc1 | -1% | -0.2 | 44 | i | 42 | 0 | 702 | 23% | -5% | 0.2% | 1% | 9%
Cc1ccccc1C(=O)N1CCc2cc(-c3nc(NC(=O)Cc4ccc5c(c4)OCO5)sc3C)ccc21 | 4% | 4.0 | 60 | i | 51 | 41 | 616 | -4% | -6% | -0.3% | 21% | 3%
